Vif-APOBEC3F blk: Vif-A3F binding inhibition; actives 0.2% (n = 390,000); Potency, µM (series often up to 46.1 µM), without a hit: at the top dose activity, negative = active; AID 602313; HeLa A3F-eYFP + Vif (tagged APOBEC3F with the HIV-1 protein that degrades it), YFP fluorescence increase; further: potency means the concentration at half of the fitted maximal effect; % of control where 0% means no effect; nearly all actives have a fitted effect of over 65% in size
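Fluorescence increase (Ex 488/Em 500-530) after overnight compound treatment at 37 deg C flags inhibition of Vif-driven A3F-eYFP loss in stable HeLa A3F-eYFP/Vif cells seeded overnight beforehand.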
TrxR1 inh: blocks rat thioredoxin reductase 1 | AID 588453 | Potency, µM (highest dose often 114 µM), inactives show top-dose activity change, negative = inhibition, hits mostly inhibitors | actives 1% (n = 390,000) | recombinant rTrxR1, NADPH fluorescence consumption, selenite substrate; further: potency means the concentration at half of the fitted maximal effect; on the % scale 0 is the no-effect control and ±100 the full control effect; nearly all actives have a fitted effect of over 65% in size
Target sequence (O89049 whole entry, looked up): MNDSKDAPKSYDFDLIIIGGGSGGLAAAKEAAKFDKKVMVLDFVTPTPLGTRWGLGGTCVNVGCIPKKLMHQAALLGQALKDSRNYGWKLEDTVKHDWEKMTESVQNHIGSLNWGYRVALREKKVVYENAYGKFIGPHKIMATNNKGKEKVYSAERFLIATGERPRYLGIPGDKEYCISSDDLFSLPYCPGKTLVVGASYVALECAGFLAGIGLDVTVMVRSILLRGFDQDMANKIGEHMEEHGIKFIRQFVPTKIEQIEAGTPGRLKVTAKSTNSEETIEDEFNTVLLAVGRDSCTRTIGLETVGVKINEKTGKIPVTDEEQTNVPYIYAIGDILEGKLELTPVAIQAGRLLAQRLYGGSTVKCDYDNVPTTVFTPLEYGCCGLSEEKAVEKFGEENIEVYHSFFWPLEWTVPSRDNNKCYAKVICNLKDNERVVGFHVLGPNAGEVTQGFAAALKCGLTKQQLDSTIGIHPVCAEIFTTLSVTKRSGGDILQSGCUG
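Rat TrxR1 (90 nM in the dispensed reagent) was pre-reduced with 400 uM NADPH for 5 min at room temperature, then incubated with compound for 15 min. After 400 uM selenite was added, NADPH fluorescence (Ex 340/Em 450 nm) was followed for 8 min.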
TrxR1 substrate: rat thioredoxin reductase 1 substrate activity. Potency, µM (top dose mostly 114 µM), without a hit: at the highest dose activity change, negative = substrate turnover. actives 0.01% (n = 390,000). purified TrxR1 substrate turnover, NADPH consumption readout. O89049; further: potency means the concentration at half of the fitted maximal effect; on the % scale 0 is the no-effect control and ±100 the full control effect; nearly all actives have a fitted effect of over 50% in size
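Rat TrxR1, dispensed at 90 nM, was prereduced with 400 uM NADPH (final) for 5 min at ~22 deg C, then incubated with compound 15 min before 400 uM selenite. A first-read NADPH fluorescence drop versus no-compound background flagged substrates.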
LDHA block: inhibitors of human lactate dehydrogenase A; P00338; purified LDHA, NADH/diaphorase-resazurin fluorescence; stronger effect = lower value; activity change, % (values are at about 110 or 230 µM); actives 0.15% (n = 480,000); AID 1347041; in the data active means activity change below about -30%; inconclusive means mostly about -25% to -30%;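 further: plate controls were DMSO wells for no effect and wells without enzyme for full effect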
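Remaining NADH was detected by diaphorase (0.133 mg/mL) converting 37 µM resazurin to fluorescent resorufin, read at 0 and 20 minutes. The preceding 5-minute room-temperature reaction used 2 nM LDHA, 0.2 mM sodium pyruvate and 0.06 mM NADH at pH 7.4.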
GRP78 ERSR act: induces the endoplasmic reticulum stress response in human glioma cells; U87-MG GRP78 promoter luciferase reporter, 16 h; Potency, µM, for inactives: top-dose activation, actives largely listed as activators; actives 0.02% (n = 420,000); further: potency means the concentration at half of the fitted maximal effect; series mostly up to about 76 µM; % of control where 0% means no effect; nearly all actives have a fitted effect of over 35% in size
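Stably transfected U87-MG glioma cells carrying a GRP78-based luciferase sensor; 16 h compound incubation. Luminescence end-point read 10 min after Bright-Glo addition at room temperature.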
USP1 inh: inhibitors of human USP1/UAF1 deubiquitinase. O94782. recombinant USP1/UAF1, Ub-Rhodamine cleavage fluorescence. Potency, µM (doses to about 57.1 µM), without a hit: at the top dose activity change, negative = inhibition, most hits filed as inhibitors. actives 0.23% (n = 390,000); further: potency means the concentration at half of the fitted maximal effect; on the % scale 0 is the no-effect control and ±100 the full control effect; nearly all actives have a fitted effect of over 60% in size; inactives centre near -12
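In this screen, compounds sit with the deubiquitinase complex (1nM) for 15 min at room temperature before Ub-Rho is added at 150nM final. Fluorescence rise is then followed for 6 reads every 60 seconds.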
mIDH1 inhibitor: inhibitors of human mutant IDH1 R132H. actives 0.093% (n = 390,000). Potency, µM (top dose mostly 76.6 µM), without a hit: at the highest dose activity change, negative = inhibition, actives largely listed as inhibitors. O75874. IDH1-R132H enzyme, NADPH consumption, diaphorase/resazurin fluorescence; further: potency means the concentration at half of the fitted maximal effect; on the % scale 0 is the no-effect control and ±100 the full control effect; nearly all actives have a fitted effect of over 65% in size
Target sequence (O75874 whole entry R132H, stated change not applied): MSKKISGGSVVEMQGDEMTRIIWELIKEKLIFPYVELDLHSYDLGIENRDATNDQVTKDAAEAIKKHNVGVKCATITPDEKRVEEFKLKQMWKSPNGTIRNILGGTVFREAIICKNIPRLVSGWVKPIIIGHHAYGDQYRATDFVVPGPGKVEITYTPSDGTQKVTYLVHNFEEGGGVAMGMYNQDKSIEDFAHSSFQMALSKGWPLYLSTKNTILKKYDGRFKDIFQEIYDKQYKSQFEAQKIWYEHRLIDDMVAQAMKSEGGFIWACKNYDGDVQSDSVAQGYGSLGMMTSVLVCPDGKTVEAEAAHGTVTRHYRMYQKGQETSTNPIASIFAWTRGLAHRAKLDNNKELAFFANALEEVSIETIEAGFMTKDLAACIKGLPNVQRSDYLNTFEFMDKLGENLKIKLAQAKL
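IDH1-R132H (0.5 ug/mL) preincubated 30 min with compound, then NADPH (0.016 mM) and alpha-KG (2 mM) added; 80 min at RT, pH 7.5. Remaining NADPH coupled via diaphorase/resazurin to fluorescence (540/590 nm); concentration-response curves normalized to no-enzyme control.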
Vif-A3G inh: inhibitors of Vif-APOBEC3G interaction. actives 0.076% (n = 410,000). AID 602310. HeLa A3G-eYFP + Vif (tagged APOBEC3G with the HIV-1 protein that degrades it), YFP fluorescence, overnight. Potency, µM (doses to about 46.1 µM), for inactives: at the highest dose activity, negative = active, hits mostly inhibitors. Q9HC16;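 further: potency means the concentration at half of the fitted maximal effect; on the % scale 0 is the no-effect control and ±100 the full control effect; nearly all actives have a fitted effect of over 60% in size; hits raise eYFP signal because A3G escapes Vif-driven loss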
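Read-out is eYFP fluorescence (Ex 488/Em 500-530) from Vif-expressing HeLa A3G-eYFP cells; more signal means A3G escaped Vif-mediated degradation. Cells plated overnight, compound pinned in, incubated overnight at 37 deg C.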
RGS4 inhibitor: inhibitors of human regulator of G protein signaling 4. Transcreener GDP fluorescence polarization, RGS4-accelerated GTP hydrolysis. Potency, µM (titrated, usually from 114 µM), for the others: at the top dose activity change, negative = inhibition, usual class: inhibitors. P49798. actives 0.039% (n = 390,000); further: potency means the concentration at half of the fitted maximal effect; on the % scale 0 is the no-effect control and ±100 the full control effect; nearly all actives have a fitted effect of over 75% in size; some results filed as inactive show a strong effect at the top dose
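MLSMR compounds (23 nl, pin-transferred) preincubated 10 min at room temperature with a 500nM (2x) first reagent, then RGS4 at 900nM (2x) plus Transcreener GDP mix added; fluorescence polarization (620/688 nm) read before and after 90 min at 30 °C.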
Active calls of the source: *; ? = inconclusive; . = not tested or not shown; & = joins results of further samples; [ ] = dose if it differs, or a comment. Unless noted, the call rests on the fitted dose curve; in most records, active means well fitted curve in the direction sought with a large enough effect; inconclusive means small, poorly fitted or top-dose-only effect, or another doubt; inactive means no such curve, though single readings can be large; an effect the other way counts as inactive or inconclusive. These rows are one share of the data. The share of hits here may be higher or lower than overall.

Values run as follows: Vif-APOBEC3F blk	TrxR1 inh	TrxR1 substrate	LDHA block	GRP78 ERSR act	USP1 inh	mIDH1 inhibitor	Vif-A3G inh	RGS4 inhibitor
1	CCCCn1c(CNC(C)=O)nc2ccccc21
→ 2.6%	3.2%[57.1 µM]	6.5%[57.1 µM]	-5.1	-2.9%	-10.0%	2.7%	2.5%	-10.8%
2	O=C(NCCN1CCOCC1)c1ccccc1Cl
→ 0.7%	22.2%	4.3%	-0.2	-2.5%	-20.1%	-5.6%	-0.6%	2.4%
3	COc1cccc(CNS(=O)(=O)c2ccc3c(c2)CCN3C(=O)C2CC2)c1
→ -21.1%	12.8%[57.1 µM]	9.1%[57.1 µM]	-1.8	-5.8%	-15.8%	1.6%	3.4%	-13.7%
4	CCC(Oc1ccc(F)cc1)C(=O)N1CCCCCCC1 (stereo not given)
→ 9.4%	13.1%	-2.3%	-2.9	-1.7%	2.1%	4.9%	1.2%	8.9%
5	CCOP(=O)(c1ccc(N(C)C)cc1)C(O)c1ccccc1OC (stereo not given)
→ 6.9%	-5.1%[57.1 µM]	2.5%[57.1 µM]	0.0	-1.5%	-14.6%	-0.5%	-0.1%	-2.0%
6	CC(C)[C@H](NC(=O)c1ccccc1F)C(=O)NNC(=O)c1cccs1
→ -1.0%	20.6%	-1.1%	-12.0	-3.5%	-8.7%	0.0%	0.0%	4.4%
7	CC1(C)CC2C1CCC1(O)CC2(C)CCC1N(O)c1ccc(C(=O)NCCO)cn1 (stereo not given)
→ -5.1%	7.5%[57.1 µM]	-7.0%[57.1 µM]	5.7	-4.3%	?	8.4%	2.5%	-31.7%
8	COc1cccc(OC)c1CN(C)C(=O)c1cnccc1C(F)(F)F
→ 6.4%	14.3%[57.1 µM]	3.3%[57.1 µM]	-5.4	-1.2%	-6.1%	11.3%	-2.0%	-4.2%
9	Cc1cc(C)nc(NS(=O)(=O)c2ccc(N=NN(C)C)cc2)n1
→ -6.8%	-20.6%	-17.6%	0.9	-5.3%	-20.3%	8.2%	-0.6%	4.2%
10	CCc1ccc(NC(=O)CCc2nnc3ccc(N4CCCC4)nn23)cc1
→ -6.8%	-7.6%	-7.3%	-4.4	0.6%	-23.8%	-3.1%	0.4%	24.8%
11	O=S1(=O)CCO[C@H]2Cc3ccccc3[C@H]2N1Cc1cccc(Cl)c1
→ 2.1%	14.8%&17.7%	2.5%&-2.1%	4.7	-2.9%&-2.2%	-27.8%	10.8%	1.1%&0.9%	-18.5%
12	O=C1CCC(c2ccccc2)N1c1ccccc1 (stereo not given)
→ 2.0%	6.6%[11.4 µM]	-8.2%[57.1 µM]	-0.5	-5.5%	-17.4%	4.2%	2.0%	-24.0%
13	Cc1ccn2c(=O)c(NC(=O)c3ccc(Br)o3)c(C)nc2c1
→ 6.8%	-17.2%	-12.5%	0.5	-0.2%	-9.8%	8.4%	-0.2%	-4.4%
14	Cc1ccc(OCC(O)CN2CCN(Cc3ccc4c(c3)OCO4)CC2)cc1C (stereo not given)
→ -6.7%	-9.2%	-8.5%	2.1	-3.2%	-9.7%	1.4%	-1.5%	9.3%
15	Cc1ccccc1CN(c1ccc(C(=O)NCCC2=CCCCC2)cc1)S(C)(=O)=O
→ -0.1%	14.8%	-6.4%	-6.4	-5.5%	-9.5%	-3.6%	-1.8%	11.1%
16	CCCNNC(=O)C(O)(c1cccc(C)c1)c1cccc(C)c1
→ -14.6%	-11.8%	-11.1%	-4.1	-1.8%	3.6%	0.0%	0.1%	30.0%
17	COCc1ccc(C(=O)Nc2ccc(C(=O)O)cc2)o1
→ 0.7%	-4.0%	-5.9%	-4.3	-2.7%	-0.7%	0.7%	2.4%	27.1%
18	Nc1nnc(SCc2ccc(Cl)cc2)s1
→ 3.0%	40.5%[activator][11.4 µM]	-10.4%[11.4 µM]	2.2	5.2%	-23.0%	9.0%	6.3%	19.3%
19	CCCC(=O)c1c(C)c2ccccc2n1C
→ 2.2%	-2.1%	-7.9%	-1.9	-4.3%	-22.6%	2.6%	-1.1%	-15.8%[56.9 µM]
20	N#CC1=C(N)Oc2n[nH]c(-c3ccccc3)c2C12C(=O)Nc1ccccc12 (stereo not given)
→ 0.1%	-16.4%	-6.8%	3.2	-4.8%	-7.2%	-7.6%	0.9%	-21.7%
21	C=CCO/N=C(/CCC)C1=C(N)CC(C)(C)CC1=O
→ 9.7%	-13.9%	-10.5%	-11.1	-2.6%	-14.5%	-9.8%	-0.2%	5.7%
22	Cc1cc(C(F)(F)F)nn1CC(=O)NCC1CCCO1 (stereo not given)
→ -13.1%	14.6%	8.1%	-6.7	2.8%	-9.6%	5.1%	0.5%	-1.5%
23	CC(O)[C@H]1CNCCN1CCc1cccc2ccccc12 (stereo not given in full)
→ 0.3%	-15.7%	-3.1%	-8.2	-3.2%	9.4%	-10.3%	-4.4%	-11.6%
24	CC(c1ccccc1)n1c(-c2cccs2)nc2c(c(=O)c3ccccc3n2C)c1=O (stereo not given)
→ -1.9%	11.6%[57.1 µM]	4.4%[57.1 µM]	-3.7	9.3%	-23.6%	31.6µM*	1.7%	2.6%
25	O=C(Nc1cccc(-c2ccc(N3CCCCC3)nn2)c1)c1ccc(Br)o1
→ -5.1%	-23.6%	9.5%[57.1 µM]	2.2	-9.1%	?	3.6%	0.2%	-53.1%
26	Cc1ccc(CC(=O)N2CCN(S(=O)(=O)c3ccccc3)CC2)cc1C
→ -20.7%	-14.9%	-7.9%	3.5	-3.9%	-0.4%	-8.7%	0.4%	-40.9%
27	CN(C(=O)CC1C(=O)NCCN1Cc1cccc(F)c1F)C1CCOCC1 (stereo not given)
→ -11.6%	?	-0.3%	2.4	-3.8%	-13.9%	3.0%	0.7%	-15.6%
28	COC(=O)c1ccc(OCC2c3cc(OC)c(OC)cc3CCN2C(=O)COc2ccc(Cl)cc2)cc1 (stereo not given)
→ 2.1%	17.7%[57.1 µM]	3.0%[57.1 µM]	-0.6	-1.3%	-22.8%	5.3%	0.7%	4.1%
29	C#CCOCCOCCOCCNc1nc(OC)nc(N2CCN(C(=O)[C@H](CCC(=O)O)n3cc(C(N)CO)nn3)CC2)n1 (stereo not given in full)
→ 0.0%	?	-1.1%	-3.8	-2.9%	-6.2%	14.5%	-0.3%	-7.7%
30	CCOC(=O)C1(CCOc2ccccc2)CCN(Cc2ccc(OCCO)cc2)CC1
→ -11.2%	3.4%[57.1 µM]	4.3%[57.1 µM]	-8.0	-2.4%	-5.5%	0.1%	2.7%	-9.7%
31	CC(On1nnc2ccccc21)C(=O)N1CCN(Cc2ccccc2)CC1 (stereo not given)
→ 9.4%	-3.2%[57.1 µM]	-6.2%	1.4	-1.0%	-6.9%	5.2%	0.7%	-9.5%
32	C=CCn1c(SCC(=O)/C(C#N)=C(\C)N)nc2sc(CC)cc2c1=O
→ 3.5%&-1.6%	11.4%[11.4 µM]	5.2%[11.4 µM]	2.2&4.5	-3.4%&-3.0%	-5.3%&-25.4%	-7.7%&-7.9%	-0.1%&-1.5%	-38.1%&-0.4%
33	Cc1ccc(NC(=O)C2CCN(c3nc4ccccc4nc3C(F)(F)F)CC2)cc1F
→ 0.2%	-12.6%[57.1 µM]	-14.0%[57.1 µM]	-2.8	1.1%	-26.9%	-13.6%	5.4%	21.8%
34	COc1cc(CNC2CCCC2)cc(Cl)c1OCc1ccc(F)cc1
→ -2.1%	3.9%	-4.6%	-4.6	-5.7%	-22.0%	3.4%	1.1%	12.5%
35	CCN1CCN(S(=O)(=O)c2cc(OCC(=O)NC3CCCCC3)c(C)cc2Cl)CC1
→ -11.8%	5.5%	-1.9%	-4.2	0.1%	-0.1%	-0.5%	0.3%	42.4%
36	CC1(C)CC(=O)C(C(=O)c2ccccc2)C(=O)C1
→ -10.1%	11.7%[57.1 µM]	9.4%[57.1 µM]	-6.9	-3.5%	-12.8%	14.4%	0.4%	3.9%
37	O=C(CSc1nnc(CNc2ccccc2)o1)N1CCN(C(=O)c2ccco2)CC1
→ 3.2%	14.3%	9.9%	-1.8	-4.5%	-16.1%	-1.0%	-0.3%	-3.5%
38	O=C(Cn1nnc(-c2ccc3c(c2)OCO3)n1)NCc1ccco1
→ .	-10.3%	1.2%	4.3	-0.1%	-6.8%	0.8%	-0.6%	-31.0%
39	COC(=O)c1c(NC(=O)COc2ccc(Cl)cc2)sc(C)c1C
→ 2.1%	-6.3%	3.9%	-9.0	-3.5%	?	-7.2%	-4.2%	-25.8%
40	COc1ccc(NC(=O)CCNS(=O)(=O)c2ccc3c(c2)CCC(=O)N3)cc1
→ -1.0%	-11.5%[57.1 µM]	6.5%[11.4 µM]	3.6	-3.7%	-1.1%	8.2%	0.3%	-8.2%
